Bioassay records as filed in PubChem BioAssay.
sPLA2-III inh – human group III sPLA2 inhibitors, primary screen, biochemical, QFRET, BODIPY PC-A2 liposome substrate; AID 743126, 2013; actives 0.56% (n = 370,000); QFRET BODIPY PC-A2 liposome hydrolysis, fluorescence; inhibition, % at 12.2 µM; Group 3 secretory phospholipase A2 (Homo sapiens), Q9NZ20;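 active = inhibition above mean plus 3 SD of compounds lying within the high and low control bounds, cut at about 19% in these data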;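 also: 0% = median of test compound wells and 100% = no enzyme DMSO wells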
PLC-beta3 inh – human PLC-beta3 inhibitors, primary screen, biochemical, fluorescence. 1-phosphatidylinositol 4,5-bisphosphate phosphodiesterase beta-3 (Homo sapiens), Q01970. Purified PLC-beta3, fluorogenic substrate. inhibition, % at 12.2 µM. actives 0.18% (n = 370,000). AID 720704, 2013; in the data active = inhibition above about 11%;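 also: 0% = median of compound wells on plate and 100% = full blocker control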
DAX1 inh-1 – DAX1 (NR0B1) inhibitors on StAR promoter, primary screen, cell-based, luminescence, SF-1 (NR5A1), full-length DAX-1. inhibition, % at 6.8 µM. actives 1.1% (n = 370,000). HEK293T StAR-luciferase reporter, SF-1/DAX-1 repression relief. AID 652010, 2013;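 active = inhibition above the mean over all tested compounds plus 3 SD, cut at about 3.6% in these data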;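 also: 0% = DAX-1 cells with DMSO and 100% = cells lacking DAX-1 with DMSO; higher inhibition means more luminescence from relief of DAX-1 repression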
GAA850 FXN act – FXN promoter activators, primary screen, cell-based, luciferase luminescence, HEK293 lucGAA850 | HEK293 lucGAA850 FXN promoter luciferase reporter, 24 h; percent of 10 µM SAHA response | activation, % at 6 µM | actives 0.56% (n = 360,000);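 active = activation above the average of all compounds screened plus 3 SD, cutoff fixed separately per campaign, cut at about 7.5% in these data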;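 also: 0% = DMSO wells and 100% = 10 µM SAHA wells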
hcDAF-12 act – H. contortus DAF-12 nuclear receptor activators, primary screen, cell-based, luminescence, HEK293, lit1-tk-luc reporter; actives 1.4% (n = 370,000); activation, % at 6.8 µM; HEK293 hcDAF-12 lit1-tk-luc reporter; 0% DMSO, 100% Δ7-dafachronic acid;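 active = activation above the mean of all tested compounds plus 3 SD, cut at about 5.5% in these data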;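 also: 100% = response to 3 µM Δ7-dafachronic acid high control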
DAX1 inh-2 – DAX1 (NR0B1) inhibitors, primary screen, cell-based, HEK293, Gal4-DAX1, luciferase luminescence; inhibition, % at 6.75 µM; AID 504766, 2011; HEK293 Gal4-DAX1 luciferase reporter; actives 0.99% (n = 340,000);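 active = inhibition above the mean over all tested compounds plus 3 SD, cut at about 4.2% in these data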;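 also: 0% = DAX1-transfected cells with DMSO and 100% = empty-vector control cells with DMSO; inhibition shows as a rise in luminescence from relieved DAX1 repression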
Target sequence (P51843 207-470 limits assumed): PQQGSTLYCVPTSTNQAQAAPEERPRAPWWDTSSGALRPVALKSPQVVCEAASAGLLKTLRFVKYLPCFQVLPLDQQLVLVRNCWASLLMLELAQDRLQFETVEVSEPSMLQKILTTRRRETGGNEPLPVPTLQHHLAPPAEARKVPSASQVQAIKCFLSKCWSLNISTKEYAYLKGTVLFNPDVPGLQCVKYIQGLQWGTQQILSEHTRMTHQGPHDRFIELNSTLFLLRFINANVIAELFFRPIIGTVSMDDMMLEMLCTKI
ssDAF-12 act – S. stercoralis DAF-12 nuclear receptor activators, primary screen, cell-based, luminescence, HEK293, GRIP1 co-expression, lit1-tk-luc; HEK293 ssDAF-12/GRIP1 lit1-tk-luc reporter; % of 3 µM dafachronic acid response; activation, % at 6.8 µM; actives 1% (n = 370,000);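 active = activation above the mean over all tested compounds plus 3 SD, cut at about 0.9% in these data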;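 also: 0% = DMSO-only wells and 100% = 3 µM delta7-dafachronic acid wells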
hgDAF-12 ag – H. glycines DAF-12 receptor agonists, primary screen, cell-based, luminescence, HEK293, GAL4 fusion, UAS-luciferase; Nuclear hormone receptor DAF-12 (Heterodera glycines), GAL4 fusion; HEK293 GAL4-hgDAF12 UAS-luciferase reporter, agonist luminescence; normalized to butyrate control; activation, % at 6.8 µM; actives 1.8% (n = 370,000); AID 687014, 2013;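 active = activation above a cutoff set at the mean of all screened compounds plus 3 SD, cut at about 10% in these data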;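 also: 0% = DMSO wells and 100% = sodium butyrate wells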
SMARCA2 activ – SMARCA2 (BRM) function activators, primary screen, cell-based, luminescence, high throughput | MG213 cells, MMTV-luciferase reporter, dexamethasone, overnight | activation, % at 9.1 µM | actives 1% (n = 370,000); in the data active = activation above about 7.8%;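 also: 0% = vehicle wells and 100% = reference activator wells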
PG9 Ab binder – binders of HIV-1 gp120 antibody PG9, primary screen, biochemical, TR-FRET; HIV-1 gp120 / PG9 antibody interaction; TR-FRET gp120-PG9 antibody binding; inhibition, % at 6.7 µM; actives 0.43% (n = 360,000); AID 624416, 2012; in the data active = inhibition above about 8.5%
Rev-erbA mod – modulators of Rev-erb alpha DNA binding, primary screen, biochemical, FITC-DNA, fluorescence polarization, uHTS | actives 0.79% (n = 370,000) | Rev-erbα–FITC-DNA binding, 90 min | activity, % at 10 µM | Nuclear receptor subfamily 1 group D member 1 (Homo sapiens), P20393;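 active = activity above about 14%, limit read from the data; passing the limit was not always enough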;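 also: 0% = DMSO wells with 35 nM protein and 100% = DMSO wells with 750 nM protein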
Target sequence (P20393 whole entry, looked up): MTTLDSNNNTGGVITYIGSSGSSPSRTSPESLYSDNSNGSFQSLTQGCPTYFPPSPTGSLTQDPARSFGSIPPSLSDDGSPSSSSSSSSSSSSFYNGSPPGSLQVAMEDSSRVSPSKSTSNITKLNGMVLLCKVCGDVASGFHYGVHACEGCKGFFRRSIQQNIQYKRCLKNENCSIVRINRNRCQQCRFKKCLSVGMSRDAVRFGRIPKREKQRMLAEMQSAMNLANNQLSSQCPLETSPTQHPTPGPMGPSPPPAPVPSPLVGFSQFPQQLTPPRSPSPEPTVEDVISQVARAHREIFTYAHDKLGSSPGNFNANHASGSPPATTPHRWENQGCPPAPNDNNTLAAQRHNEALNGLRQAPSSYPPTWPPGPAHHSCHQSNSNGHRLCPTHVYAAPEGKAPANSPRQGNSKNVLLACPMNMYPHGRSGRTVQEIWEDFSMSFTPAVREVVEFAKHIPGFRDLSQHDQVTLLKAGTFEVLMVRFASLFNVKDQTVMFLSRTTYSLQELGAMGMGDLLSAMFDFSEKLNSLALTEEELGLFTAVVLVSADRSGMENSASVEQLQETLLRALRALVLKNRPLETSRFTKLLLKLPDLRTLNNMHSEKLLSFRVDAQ
Starred values were filed as active, the others as inactive; / = no result given.

Results follow in this order: sPLA2-III inh, PLC-beta3 inh, DAX1 inh-1, GAA850 FXN act, hcDAF-12 act, DAX1 inh-2, ssDAF-12 act, hgDAF-12 ag, SMARCA2 activ, PG9 Ab binder, Rev-erbA mod
CCOC(=O)C1=C(CN2CCN(c3ccc(F)cc3)CC2)NC(=O)NC1c1cccs1 (centres undefined)
 : -4.2, 0.3, -1.4, 0.1, -1.9, -1.2, -1.1, -1.4, -3.5, 0.2, -4.4
COC(=O)c1ccc(-c2nc(CN3CCN(Cc4cccc(C)c4)CC3)c(C)o2)cc1
 : -13.0, -15.6, 0.2, 0.5, -1.7, -0.9, -1.6, 0.2, -1.4, -0.8, -1.5
CCC1Oc2ccc(C)cc2N(CC(=O)NCCCN2CCCC2)C1=O (centres undefined)
 : 1.1, -7.7, -0.1, 1.8, -0.7, 0.7, -0.9, 0.6, -2.0, -0.3, 0.5
CCOC(=O)C1(CC)NC(c2ccc(OC)cc2OC)C2C(=O)N(C)C(=O)C21 (centres undefined)
 : 4.4, -1.1, 0.3, -1.6, -1.1, 1.3, -0.4, 0.9, -3.9, 1.2, -7.7
COCCOC(=O)/C(C#N)=C/c1cn(Cc2ccccc2)nc1-c1cccnc1
 : 1.4, -1.9, 0.8, 0.8, 0.4, -0.8, -1.0, 0.2, 4.1, 0.6, 7.1
Cc1cc(NC(=O)CSCC(=O)Nc2nc3ccccc3[nH]2)no1
 : 8.3, -8.8, 2.6, 0.0, 5.8*, 0.6, 0.6, 2.9, -1.0, -0.5, -2.7
O=C(NC(=S)Nc1cccnc1)c1cccc(Br)c1
 : 9.3, -4.7, 0.1, 0.9, -0.8, 0.5, -1.3, -1.6, 1.4, -0.6, 4.0
O=C(O)C1CCCCC1C(=O)Nc1ccc2c(c1)OCCO2 (centres undefined)
 : 6.0, -0.4, -3.2, -13.2, -5.6, -1.7, -2.7, -11.1, -7.9, 1.5, 0.9
CCOC(=O)C1(Cc2ccc(OC)cc2)CCN(C(=O)CN2CCCCC2=O)CC1
 : 5.9, -1.2, -0.1, 4.5, 1.9, /, -0.3, 4.6, -3.3, -0.8, 0.0
COc1ccc2oc(C)c(C(N)=O)c2c1
 : 2.9, 2.0, -0.1, -3.0, 0.1, -0.5, -0.8, 2.5, 4.0, -1.9, 4.5
COc1ccc(NC(=O)c2ccc3c(c2)CCN3S(=O)(=O)c2ccccc2)c(OC)c1
 : -7.6, -8.9, -2.4, 1.6, -2.6, -0.9, -1.2, -1.2, -1.7, 0.6, 0.0
COC(=O)C1=C(C)N(C)C(=NCc2ccc(C(F)(F)F)cc2)NC1c1ccccc1C(F)(F)F (centres undefined)
 : -9.4, 1.4, 0.9, /, 1.6, /, 0.6, 1.7, 2.1, -0.1, -5.0
Cc1c(C(=O)C(=O)N2CCCc3ccccc32)c2ccccc2n1C
 : -9.4, 6.4, -1.0, -0.8, -1.6, -0.1, -1.9, -4.2, -0.1, 0.1, -3.8
COc1ccccc1-c1cc(C(=O)NCCc2ccccc2)no1
 : -4.2, -6.0, 0.2, -1.4, 2.6, 2.4, -0.8, 8.6, 3.5, 1.0, 1.3
C=CCNC(=S)NC(CC(=O)OC)c1ccc2c(c1)OCO2 (centres undefined)
 : 9.0, -2.4, 0.4, 0.0, -1.2, 0.0, -1.6, 4.6, 2.6, 0.6, 0.1
CCOC(=O)C1=C(N)N2C(=O)C(C)SC2=C(C(=O)OC)C1c1ccccc1OC (centres undefined)
 : -3.4, 4.0, 0.3, 0.8, 0.8, -0.2, -0.8, -0.5, 1.4, -2.7, -2.5
Cc1cc(O)cc(=O)n1-c1cccc(F)c1
 : -2.1, 4.5, 1.2, /, 0.0, /, -1.2, 2.2, 2.8, -1.9, -5.5
O=C(OCc1cn(Cc2ccc(C(F)(F)F)cc2)nn1)N1CCCC1
 : 6.0, 0.3, 0.5, /, -1.4, /, -1.4, 0.1, -2.2, /, 0.1
O=C(O)C1CC1C(=O)Nc1nc2c(Cl)cccc2s1 (centres undefined)
 : -0.4, -4.5, 0.3, 3.6, 1.1, -0.3, -0.8, -1.2, 0.4, -0.8, 4.0
CCn1c(C)c(C)c2cc(C(=O)NCCCN3CCCCC3C)ccc21 (centres undefined)
 : 0.5, -40.5, -1.1, 0.3, -1.6, 0.0, -1.1, 0.7, -1.8, -1.8, -2.6

Results follow in this order: sPLA2-III inh, PLC-beta3 inh, DAX1 inh-1, GAA850 FXN act, hcDAF-12 act, DAX1 inh-2, ssDAF-12 act, hgDAF-12 ag, SMARCA2 activ, PG9 Ab binder, Rev-erbA mod
Cc1ccc(NS(=O)(=O)c2cc(C(=O)Nc3cccnc3)ccc2C)cc1
 : -13.0, -6.5, -0.5, 0.1, -2.0, -0.7, -1.0, -2.4, 0.0, -1.2, 3.4
CCCCCC(=O)N1CC2(CC(c3cccc(NC(=O)CC(c4ccccc4)c4ccccc4)c3)=NO2)C[C@@H]1C(N)=O (some centres undefined)
 : -48.9, 1.5, -0.8, -0.2, -2.9, -0.8, -1.4, -3.8, -1.9, 0.3, 0.3
O=C(Nc1ccccc1N1CCOCC1)c1cccc2c(Br)cccc12
 : -2.6, -7.8, -0.5, -0.9, -1.4, -2.6, -1.0, -0.6, -3.4, -1.4, 9.2
COc1ccc(C(=S)Nc2ccc(N(C)C)cc2)cc1
 : 23.0*, -40.5, 4.0*, 1.2, 5.5, 1.2, 0.7, 14.9*, 2.1, -7.3, -1.0
COc1ccc(C(=S)N2CCN(c3cccc(Cl)c3)CC2)cc1
 : 20.1*, 5.2, -0.3, 0.3, 0.6, 0.5, -1.5, -1.5, -5.2, 1.6, -0.9
COc1ccc(C(=O)N(CC(=O)Nc2sc(C)c(C)c2C(N)=O)C2CCCC2)cc1
 : -7.4, -4.8, 0.0, 0.8, -2.6, 1.3, -1.0, -1.0, -3.4, 0.0, 0.8
COC(=O)CCC(=O)N(CCN(C(=O)CCC(=O)OC)c1ccccc1)c1ccccc1
 : 2.7, 7.3, -0.3, 4.5, 1.2, /, -1.3, 4.6, 3.2, -1.7, 0.9
N#CCSc1ncccc1-c1nc2ccccc2[nH]1
 : -6.8, -22.8, -0.3, -1.7, 1.6, 0.2, -0.8, 0.3, -1.1, -1.0, 2.1
O=C(c1ccc(Cl)c(S(=O)(=O)N2CCCCCC2)c1)N1CCCCC1
 : 1.2, -7.9, 0.4, 0.8, -0.3, 0.6, -0.8, 1.0, -1.1, -1.6, -3.8
Cc1[nH]c(=O)[nH]c(=O)c1NC(=O)c1sc2nc3c(C)cccc3cc2c1N
 : 11.0, -107.3, 0.1, 0.9, 1.0, 0.8, -0.4, 3.3, -2.8, -18.4, -3.9
NC(=O)CCCCC(=O)OCCCc1cccs1
 : -2.0, -1.7, -0.1, 0.1, -1.5, -0.3, -1.4, 6.5, -4.0, 2.3, 3.4
CCOc1cc(CNCc2ccncc2)cc(Cl)c1OC
 : -0.3, 3.5, 0.0, 1.3, -0.8, 0.0, -1.2, -2.6, -2.4, -1.2, 6.1
Cc1nc2ccc(NC(=O)COc3ccccc3[N+](=O)[O-])cc2s1
 : -3.2, 2.0, 0.6, 3.2, -1.6, /, -1.2, -1.3, 3.9, -2.8, -29.1
Cc1ccc(C(=O)OCn2nnc3ccccc3c2=O)cc1[N+](=O)[O-]
 : 3.6, -3.8, 0.8, 3.4, 1.8, -0.1, -1.7, -2.0, -3.4, -1.3, 6.8
CC12CCCCC1c1ccccc1C(=NCC(=O)O)N2 (centres undefined)
 : -0.8, 2.6, 1.0, 0.7, 0.1, 1.4, -1.1, 1.6, -1.0, -0.7, -4.2
Cn1cccc1Cc1nnc(SCC(=O)Nc2ccc3c(c2)OCCO3)n1CCc1ccccc1
 : -31.7, -2.5, 0.2, -0.7, -0.8, 0.6, -1.3, 2.3, -2.3, -0.1, 0.2
O=C1c2ccccc2C(=O)N1CSc1nnnn1-c1ccccc1
 : 15.6, 4.8, 0.5, -1.0, -0.2, 1.1, -1.0, 0.9, 1.6, -3.2, -3.4
CC(C)CN(C(=O)CSc1ccc2c(c1)OCCO2)c1c(N)n(CC(C)C)c(=O)[nH]c1=O
 : -5.3, -6.5, 0.1, 1.5, -0.7, -0.1, -0.7, -0.1, 4.4, -2.1, 2.0
COc1ccc(NC(=O)C2CCCN(S(=O)(=O)c3cccc4cccnc34)C2)cc1 (centres undefined)
 : -3.7, 0.5, -0.7, -1.0, -1.4, -0.7, -1.4, -3.8, 1.4, -0.5, -6.2
CC(=O)NCCn1c(SCc2ccccc2F)nc2ccccc2c1=O
 : 4.6, -0.2, -1.5, -1.6, -2.4, -0.3, -1.3, 0.4, -2.6, 1.7, 2.0

Results follow in this order: sPLA2-III inh, PLC-beta3 inh, DAX1 inh-1, GAA850 FXN act, hcDAF-12 act, DAX1 inh-2, ssDAF-12 act, hgDAF-12 ag, SMARCA2 activ, PG9 Ab binder, Rev-erbA mod
Cc1ccc(OC(=S)Nc2ccc(O)cc2)cc1
 : 0.6, 1.3, -0.2, 0.6, 1.0, 0.5, -0.9, -0.3, 1.3, 0.2, 3.4
Cc1ccc(-n2nnnc2-c2cnn(-c3ccc(F)cc3)c2C(F)(F)F)cc1
 : 8.1, 4.1, -0.3, -0.9, -0.4, -1.8, -0.9, -2.0, 1.6, -0.9, -1.4
O=C(CCc1ccccc1)Nc1cc2c(cc1C(=O)O)OCCCO2
 : -1.6, -4.1, -0.8, 0.3, -2.0, 0.3, -0.5, 0.4, -2.0, 0.5, -2.7
O=C(Nc1nnc(CCN2CCCCC2)s1)c1ccc(Br)cc1
 : -3.8, -3.5, 0.9, 1.2, -0.7, 0.3, -1.4, -3.5, -1.2, 1.0, -3.1
